Screening data from PubChem.
CXCR6 inh – CXCR6 (human) receptor inhibition | CHO-K1 PathHunter CXCR6 beta-arrestin, luminescence | inhibition, % at 20 µM | 360,000 compounds, 0.36% hits | AID 602244; in the data active means inhibition above about 34%, passing the limit was not always enough;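 further: antagonist mode with CXCL16 agonist at 10 nM final; 0% = 10 nM CXCL16 with DMSO and 100% = unstimulated wells without agonist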
APOBEC3G inh – inhibitors of human APOBEC3G DNA deaminase | Q9HC16 | recombinant A3G, ssDNA deamination FAM/TAMRA fluorescence | inhibition, % at 20 µM | 330,000 compounds, 0.28% hits | AID 493012;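 active means inhibition of at least 40% at 20 µM, with no more than 30% in the related APOBEC3A deaminase screen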;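 further: plate controls were DMSO wells with A3G for no effect and wells lacking A3G enzyme for full effect; some compounds called inactive have numbers as strong as hits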
Target sequence (Q9HC16 whole entry, looked up): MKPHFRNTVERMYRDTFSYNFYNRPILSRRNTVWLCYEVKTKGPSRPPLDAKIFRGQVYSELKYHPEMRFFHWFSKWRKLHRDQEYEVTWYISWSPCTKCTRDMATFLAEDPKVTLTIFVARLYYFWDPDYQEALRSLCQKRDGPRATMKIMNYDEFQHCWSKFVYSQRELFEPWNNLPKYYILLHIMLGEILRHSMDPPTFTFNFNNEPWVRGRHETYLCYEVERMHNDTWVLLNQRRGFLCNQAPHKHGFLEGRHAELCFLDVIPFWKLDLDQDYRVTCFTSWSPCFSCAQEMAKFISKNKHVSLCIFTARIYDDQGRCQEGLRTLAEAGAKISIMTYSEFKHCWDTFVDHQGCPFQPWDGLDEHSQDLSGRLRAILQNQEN
CCR6 antag – CCR6 (human) receptor antagonism | inhibition, % at 20 µM | P51684 | CHO-K1 CCR6 PathHunter beta-arrestin, luminescence, CCL20-stimulated | 340,000 compounds, 0.49% hits;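 active means compounds whose inhibition of the agonist-driven luminescence signal at 20 µM reaches about 50%, limit read from the data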;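 further: cells stimulated with CCL20 at 14 nM final; plate controls were DMSO with CCL20 for no effect and DMSO without agonist for full effect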
Target sequence (P51684 whole entry, looked up): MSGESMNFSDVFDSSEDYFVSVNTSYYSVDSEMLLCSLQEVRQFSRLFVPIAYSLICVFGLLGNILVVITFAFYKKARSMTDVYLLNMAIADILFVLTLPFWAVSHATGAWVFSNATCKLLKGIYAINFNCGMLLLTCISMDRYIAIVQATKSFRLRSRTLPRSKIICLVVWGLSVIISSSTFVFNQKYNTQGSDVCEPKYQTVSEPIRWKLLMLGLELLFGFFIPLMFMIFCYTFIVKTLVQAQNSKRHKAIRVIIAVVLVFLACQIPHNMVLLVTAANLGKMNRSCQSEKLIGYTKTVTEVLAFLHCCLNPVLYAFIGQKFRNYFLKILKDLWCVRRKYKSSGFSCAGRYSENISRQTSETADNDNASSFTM
APOBEC3A inh – inhibitors of human APOBEC3A DNA deaminase | P31941 | recombinant A3A, FAM/TAMRA ssDNA deamination fluorescence | inhibition, % at 20 µM | 330,000 compounds, 0.41% hits | AID 493011;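 active means at least 40% inhibition at 20 µM here, with at most 30% in a related deaminase screen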;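 further: plate controls were A3A with DMSO for no effect and wells lacking A3A enzyme for full effect; some results filed as inactive read as strong as hits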
Target sequence (P31941 whole entry, looked up): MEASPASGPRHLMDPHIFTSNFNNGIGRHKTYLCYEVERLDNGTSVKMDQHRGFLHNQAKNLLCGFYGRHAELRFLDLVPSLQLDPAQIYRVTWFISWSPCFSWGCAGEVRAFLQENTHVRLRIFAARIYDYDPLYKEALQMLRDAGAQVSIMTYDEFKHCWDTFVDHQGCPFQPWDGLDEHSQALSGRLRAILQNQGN
EBI2 block – EBI2 (human) antagonism; inhibition, % at 5 µM; 360,000 compounds, 0.81% hits; P32249; EBI2 beta-arrestin recruitment, luminescence, 7a,25-OHC stimulated; in the data active means inhibition above about 38%;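 further: enzyme fragment complementation signal reports receptor beta-arrestin coupling in cells; 0% = agonist plus DMSO wells and 100% = wells without agonist; some results beyond the cut were filed as inactive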
GRIN3A LBD mod – modulates the human NR3A ligand-binding domain; NR3A LBD differential scanning fluorimetry, Tm shift; 0% = protein alone, 100% = glycine-bound protein; Tm shift relative to glycine control, % at 25 µM; 340,000 compounds, 2.5% hits; AID 1259313;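 active means melting temperature shift of at least 10% of the positive control shift, at one fixed dose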
Gli-Sufu antag – blocks Gli-Sufu signaling in a luciferase reporter | Sufu-KO-LIGHT fibroblasts, Gli luciferase reporter luminescence | 340,000 compounds, 0.74% hits | inhibition, % at 5 µM;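 active means inhibition above about 55%, limit read from the data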;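 further: 0% = DMSO-treated cells and 100% = wells with medium but no cells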
MPTP inh – blocks calcium-induced mitochondrial swelling; isolated mouse mitochondria, Ca2+ swelling absorbance, 30 min; inhibition, % at 10 µM; 360,000 compounds, 1.4% hits;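 active means inhibition of 50% or more, scaled per plate between neutral and stimulator controls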;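 further: 0% = DMSO wells given calcium and 100% = 1 mM EGTA wells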
An asterisk follows results filed as active; x = no result given.

Start of the data: the first three entries, to show the layout:
SMILES	CXCR6 inh	APOBEC3G inh	CCR6 antag	APOBEC3A inh	EBI2 block	GRIN3A LBD mod	Gli-Sufu antag	MPTP inh
CCCC[C@H](CC(=O)c1ccccc1)[C@@H](OC(C)=O)C(=O)Oc1c(C(C)C)cccc1C(C)C	2.0	-9.3	17.5	-4.3	-2.7	-0.5	-13.4	-0.2
Cc1cc2ccccc2n1CCNC(=O)c1ccc(S(=O)(=O)N2CCOCC2)cc1	8.6	-4.9	3.2	-4.4	4.0	-0.6	5.6	1.6
C=CCn1c(SCC(=O)Nc2c(C)n(C)n(-c3ccccc3)c2=O)nc2ccccc2c1=O	-8.4	-9.0	10.6	-2.6	-6.1	2.7	-1.4	-0.8

The whole of this part, previewed entries included:
SMILES	CXCR6 inh	APOBEC3G inh	CCR6 antag	APOBEC3A inh	EBI2 block	GRIN3A LBD mod	Gli-Sufu antag	MPTP inh
CCCC[C@H](CC(=O)c1ccccc1)[C@@H](OC(C)=O)C(=O)Oc1c(C(C)C)cccc1C(C)C	2.0	-9.3	17.5	-4.3	-2.7	-0.5	-13.4	-0.2
Cc1cc2ccccc2n1CCNC(=O)c1ccc(S(=O)(=O)N2CCOCC2)cc1	8.6	-4.9	3.2	-4.4	4.0	-0.6	5.6	1.6
C=CCn1c(SCC(=O)Nc2c(C)n(C)n(-c3ccccc3)c2=O)nc2ccccc2c1=O	-8.4	-9.0	10.6	-2.6	-6.1	2.7	-1.4	-0.8
O=C(O)CCN1C(=O)c2ccc(Oc3ccc([N+](=O)[O-])cc3)cc2C1=O	-3.8	-8.3	12.2	-5.0	-0.8	1.6	-12.5	0.5
COc1ccccc1C(C)NC(=O)CCOc1cccc(C)c1 (stereo not given)	-2.5	-2.0	3.0	5.9	2.4	0.2	19.1	-0.3
CCCCn1c(N)c(N(CCOC)C(=O)c2ccc3c(c2)C(=O)N(c2ccccc2C)C3=O)c(=O)[nH]c1=O	2.8	-2.2	6.3	4.4	9.9	1.8	-11.9	-1.1
CN(C)c1ccc(/C=C2\CCCc3c2nc2ccccc2c3C(=O)O)cc1	-8.9	-8.8	10.4	-7.5	-5.5	-0.6	-19.7	0.5
Cc1cc(CN(C)C(=O)CC2C(=O)NCCN2CC(c2ccccc2)c2ccccc2)on1 (stereo not given)	4.7	-5.0	6.2	-2.5	5.4	-1.9	4.3	-1.8
CCC(C)(C)C1CCc2[nH]nc(C(=O)NCC3CC3)c2C1 (stereo not given)	6.1	-6.9	18.4	-0.8	18.4	-5.8	-25.9	-1.0
C(=N\Nc1ccccn1)/c1ccc(N2CCOCC2)cc1	-0.1	-2.8	-1.3	0.1	-3.7	-1.6	1.6	-0.5
CCOC(CNC(=O)C1CCN(S(=O)(=O)c2ccc3nc4c(c(C(=O)O)c3c2)CCCCC4)CC1)OCC	3.5	-2.9	1.8	0.2	-0.8	3.4	3.0	-0.8
COc1ccc(CSc2nnnn2Cc2ccccc2)cc1OC	3.4	-3.3	-6.6	-0.9	1.0	-0.6	-0.3	1.3
Cc1nc2ccccc2c(=O)n1NC(=O)c1ccco1	-3.9	1.7	4.4	1.6	1.9	0.3	2.1	-1.5
Oc1ccc(F)cc1-c1cc(-c2ccc3c(c2)OCCO3)n[nH]1	-5.5	-1.1	-6.2	2.8	36.7	3.5	-5.4	4.0
CCN(CC)CCOC(=O)c1ccc(N/C=C(/C#N)c2nc(-c3cc4ccccc4oc3=O)cs2)cc1	1.3	-107.5	22.0	-2.6	11.6	2.7	4.3	-1.6
CCOC(=O)c1nn(-c2ccccc2)c(=O)cc1OCC(=O)Nc1cc(C)ccc1OC	-6.5	-25.9	2.0	9.6	-2.9	-0.7	11.2	1.5
COc1cc(/C=N/NC(=O)c2ccc3ccccc3c2)ccc1Oc1ccc([N+](=O)[O-])cn1	0.9	11.6	-11.9	29.5	8.4	3.1	-0.5	10.0
COc1ccc([N+](=O)[O-])cc1NC(=O)Cc1c(Cl)cccc1Cl	10.5	-6.4	15.1	-5.0	14.5	-4.3	-1.4	1.4
CCOc1cc(Br)c(C=O)cc1OCC	0.9	-4.6	-0.7	2.7	-29.8	-2.0	-9.8	4.1
Cc1oc(-c2ccccc2)[n+]([O-])c1C	-7.7	1.7	-12.7	0.3	-2.3	-1.5	5.4	-1.6
Cc1[nH]n2c(=O)cc(Cc3ccccc3)nc2c1C#N	2.0	-0.5	3.2	-0.8	-3.2	2.7	-4.0	-0.9
CN1CCC(OC(=O)COc2ccc(F)cc2)CC1	-1.5	-6.2	1.5	-1.4	-3.4	-0.6	1.5	-0.7
O=C(Cn1nnc2ccccc2c1=O)Nc1ccc(S(=O)(=O)N2CCOCC2)cc1	3.8	-5.1	23.2	0.5	6.8	-1.7	2.8	-0.2
O=C(CCSc1ccccc1)N1CCN(C(=O)c2ccco2)CC1	-3.9	-8.3	-2.1	-1.6	-2.5	-4.5	-19.3	0.8
O=C(CN1CCN(c2ccc(Cl)cc2[N+](=O)[O-])CC1)N1CCOCC1	-7.0	-3.4	-8.2	-0.2	7.1	-0.6	5.2	1.7
Cc1ccccc1CSc1nnc(-c2cccs2)n1Cc1ccco1	10.3	-4.5	9.8	0.2	3.2	-3.7	0.8	11.7
COc1ccc2[nH]c3c(c2c1)CCN1C(=O)C(CC(=O)NCCN2CCOCC2)C[C@H](C(=O)N2CCOCC2)[C@@]31C (stereo not given in full)	1.3	3.4	1.8	2.1	2.5	0.7	0.3	-0.3
CCN(CC(=O)NCc1ccc(Cl)cc1)C(=O)c1ccc(C#N)cc1	-16.0	6.7	13.1	-4.0	-3.5	-0.7	6.1	-0.5
Cn1c(Cn2cnc([N+](=O)[O-])n2)nnc1SCC(=O)Nc1cccc(Cl)c1	-6.9	-5.1	1.1	-0.8	-6.0	3.5	-3.7	-10.4
CCCCC1(C(=O)OCC)CC(CN2CCOCC2)OC1=O (stereo not given)	-8.9	-0.6	11.9	4.8	-0.2	1.4	1.4	-0.4
Cc1cc(O)cc(=O)n1C	9.3	1.0	-10.3	-0.5	-6.0	0.5	15.2	-1.3
O=C(Nc1ccccc1Cl)C1(c2ccccc2)CC1(Cl)Cl (stereo not given)	-0.4	-6.0	-8.8	1.1	12.3	-0.3	1.7	1.5
FC(F)(F)c1cnc(-c2cnc(-c3cccnc3)nc2)c(Cl)c1	2.3	0.6	15.3	2.1	-10.8	-3.5	-81.2	1.9
CCn1c(SCc2ccc(F)cc2)nc2ccccc2c1=O	3.3	5.6	19.1	5.1	-11.5	0.9	13.8	-1.0
COC(=O)c1cc(NCc2ccc3c(c2)OCO3)ccc1N1CCOCC1	0.7	-4.6	10.7	1.0	-10.3	1.1	-5.4	-0.8
CCn1c(=O)c(C(=O)Nc2ccccc2F)c(O)c2ccccc21	0.4	-3.4	-12.7	-0.6	-5.6	6.6	-21.5	4.5
Cc1nc2ccc(NC(=O)N(C(C)C)C(C)C)cc2s1	2.1	-5.1	-5.8	-5.6	-27.2	-3.5	-11.7	2.6
O=C(CCc1nnc2ccc(N3CCC4(CC3)OCCO4)nn12)NCc1ccccc1Cl	-5.5	-1.9	16.2	-0.2	1.1	1.8	-2.7	2.7
O=C(O)C1=C[C@H](c2ccccc2)C[C@H](OCCCCO)O1	-3.9	-3.3	2.0	-2.6	-2.6	0.5	5.1	-0.8
COc1cc(C2NC(=S)NC(C)=C2C(=O)Nc2cc(C)cc(C)c2)ccc1O (stereo not given)	-7.7	-8.5	2.2	-9.1	-0.3	-0.1	5.8	1.3
CCOC(=O)C1(Cc2cccc(F)c2)CCN(Cc2ccon2)CC1	2.5	-0.8	6.6	6.0	-3.7	0.7	11.5	1.1
CCCCn1c(N)c(N(CC(C)C)C(=O)c2cccc(S(=O)(=O)N3CCN(C(C)=O)CC3)c2)c(=O)[nH]c1=O	1.2	-9.7	6.3	-0.8	-1.7	1.0	-10.7	0.2
Cc1ccc(C(C[N+](=O)[O-])Sc2ccc(N)cc2)cc1 (stereo not given)	53.1*	-2.0	51.7*	-1.1	-28.9	-9.3	14.0	9.4
COc1ccc(C2/C=C\CN(C(=O)c3ccccc3)[C@H](Cc3ccccc3)C(=O)N2Cc2ccc(F)cc2)cc1 (stereo not given in full)	-0.9	-0.1	16.2	-1.5	24.2	1.4	17.2	-0.4
Cc1cc(NC(=O)c2cc(-c3ccco3)on2)no1	2.7	-4.0	-10.6	1.2	-6.2	1.2	-2.3	1.0
C=CCn1cc(CN2CCC(C(=O)Nc3cccc(-c4cccc(Cl)c4)c3)CC2)c(C)n1	-0.5	-8.2	25.4	-4.5	7.9	-1.6	20.3	16.1
COc1ccc(OCCCON2C(=O)c3ccccc3C2=O)cc1	-3.6	-3.5	13.9	-2.1	0.7	1.0	-5.3	-1.3
C=CCOC(=O)COc1ccc2c(C)c(CC)c(=O)oc2c1	-8.1	5.9	0.5	3.6	4.5	-0.5	3.2	-0.5
O=C1NC(=Nc2ccccc2)S/C1=C\c1ccccc1	5.7	-8.9	-1.4	0.8	15.2	-2.5	-3.0	3.5
CCN(C(=O)COC(=O)c1nc(Cl)ccc1Cl)c1c(N)n(Cc2ccccc2)c(=O)[nH]c1=O	-3.3	x	11.4	x	-5.5	-2.1	6.9	-0.1

Remaining list, next part:
SMILES	CXCR6 inh	APOBEC3G inh	CCR6 antag	APOBEC3A inh	EBI2 block	GRIN3A LBD mod	Gli-Sufu antag	MPTP inh
Cc1ccc(NCc2nnc(SCC(N)=O)o2)c(C)c1	2.5	-8.7	8.8	3.7	-3.5	-0.3	4.1	-1.3
Cn1cccc1Cc1nnc(SCC(=O)Nc2ccc3c(c2)OCCO3)n1CCc1ccccc1	4.2	3.9	15.1	1.1	37.0	-1.4	-35.0	-1.6
Cc1cccc(N(CC(=O)NCc2ccc(F)cc2)C(=O)c2csnn2)c1C	-7.8	-5.1	-9.1	-3.0	1.1	-2.3	-0.1	0.0
O=C(O)/C=C/c1ccc2ccccc2n1	-2.4	-4.0	-8.0	-4.6	0.8	-0.9	-3.5	0.3
CCOc1ccc(N(CC(=O)N2CCCCCC2)S(=O)(=O)c2ccc(F)cc2)cc1	0.6	1.2	10.5	0.1	-4.8	4.6	0.8	0.1
CCc1nnc(NC(=O)CSc2nc3cc(OC)ccc3cc2C)s1	-2.6	4.4	7.5	2.5	6.2	-0.6	15.8	1.3
CCOC(=O)c1c(C)nc(SC)c(C#N)c1-c1ccccc1	1.4	-4.9	13.9	0.2	-10.2	1.7	-13.7	-0.1
COc1ccc(/C=N/NC(=O)CSc2nnc(CCCc3ccc(OC)c(C)c3)o2)cc1	-5.0	0.1	10.9	0.4	47.3*	-1.2	-5.3	-3.4
CCC(=O)Nc1nc(C)c(-c2csc(Nc3ccccn3)n2)s1	-3.6	-5.0	-0.2	-1.4	0.3	25.0*	x	-1.6
COc1ccc(CCN2C(=O)c3[nH]nc(-c4ccccc4O)c3C2c2ccccc2)cc1OC (stereo not given)	-7.3	-2.7	14.2	-1.2	21.3	-12.0	6.7	11.0
Cc1cc(NS(=O)(=O)c2ccc(NC(=O)Nc3ccccc3)cc2)no1	-1.9	-5.9	-1.0	2.1	3.4	-3.4	2.3	-0.5
COc1c(C)cccc1C(=O)Nc1cc(Cl)ccc1N1CCOCC1	11.3	-1.5	43.8	2.4	19.2	-24.1	-55.3	-2.4
CC(C)C(=O)NCCSc1c[nH]c2ccccc12	2.6	-9.8	3.6	-4.6	1.8	-1.2	7.6	-1.2
O=[N+]([O-])c1cc(S(=O)(=O)NC2=NCCCCC2)ccc1NCC1CCCCC1	-3.5	-8.5	29.4	1.5	11.2	-23.8	21.0	-1.5
O=S(=O)(NCc1nnc2c(C(F)(F)F)cc(Cl)cn12)c1ccccc1	4.2	-6.0	-5.0	-0.2	-1.9	0.2	-1.1	-0.8
Nc1ccc2ncccc2c1N	1.5	x	3.3	x	-23.5	-1.8	8.2	0.8
CC(=O)NC(=S)Nc1ccc(NC(=O)COc2ccc(Cl)cc2)cc1	-3.5	-5.9	10.7	-3.5	9.9	-2.2	-0.2	4.2
COc1ccc2c(c1)C(NS(=O)(=O)OCC(Cl)(Cl)Cl)CCC2 (stereo not given)	-2.1	-4.1	11.6	-3.3	0.6	-17.9	4.8	0.1
